rCAG binder: r(CAG) repeat RNA binding; TO-PRO-1 dye displacement fluorescence; inhibition, % at 3 µM; 1.3% of 370,000 active; AID 651821;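 active means inhibition above the plate cutoff, the mean of all test compounds on that plate plus 3 SD, cut at about 35% in these data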;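 further: 0% = DMSO alone and 100% = 100 µM mitoxantrone as full dye displacement; higher means more dye released from RNA so lower well fluorescence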
PRMT1 inh: blocks human protein arginine methyltransferase 1; Q99873; recombinant PRMT1, activity-based probe fluorescence polarization; inhibition, % at 2.79 µM; 1.3% of 370,000 active; AID 652257;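 active means inhibition above about 21% made by adding two undisclosed values, limit read from the data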
MBD2 DNA inh: MBD2-methylated oligo binding inhibition; 0.31% of 370,000 active; TR-FRET, MBD2 binding to methylated oligonucleotide; inhibition, % at 4.4 µM; AID 686964; in the data active means inhibition above about 13%
LEDGF integ inh: blocks HIV-1 LEDGF/p75-dependent DNA integration | TR-FRET IN-LEDGF/p75 DNA integration, Eu/Cy5 | inhibition, % at 3.7 µM | 0.64% of 370,000 active;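 active means inhibition above the screen-wide mean plus 3 SD, cut at about 13% in these data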;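 further: signal is the Cy5 over europium emission ratio at 671 and 618 nm; 0% = plate median of compound wells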
HTRA1 inh: blocks human HTRA1 serine peptidase | AID 504803 | 0.5% of 340,000 active | recombinant HTRA1, FP-rhodamine activity-based probe, fluorescence polarization | inhibition, % at 5.96 µM; in the data active means inhibition above about 36%;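 further: 0% = enzyme with DMSO and 100% = wells lacking enzyme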
Target sequence (Q92743 whole entry, looked up): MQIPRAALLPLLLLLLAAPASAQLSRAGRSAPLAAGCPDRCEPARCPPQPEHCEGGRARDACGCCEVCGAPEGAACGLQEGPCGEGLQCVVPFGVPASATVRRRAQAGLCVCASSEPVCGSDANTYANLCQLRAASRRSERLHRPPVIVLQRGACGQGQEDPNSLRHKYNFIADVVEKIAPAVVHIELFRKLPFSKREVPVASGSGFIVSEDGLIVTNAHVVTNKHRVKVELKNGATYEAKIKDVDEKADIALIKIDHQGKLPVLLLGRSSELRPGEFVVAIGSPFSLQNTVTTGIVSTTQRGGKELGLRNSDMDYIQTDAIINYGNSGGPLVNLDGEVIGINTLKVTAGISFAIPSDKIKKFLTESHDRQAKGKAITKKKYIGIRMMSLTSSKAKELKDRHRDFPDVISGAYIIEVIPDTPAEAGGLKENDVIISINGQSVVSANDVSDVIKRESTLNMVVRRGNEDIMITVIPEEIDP
SIAE inh: blocks human sialic acid acetylesterase; SIAE FP-Rh probe binding, fluorescence polarization; inhibition, % at 9.66 µM; 0.69% of 370,000 active; AID 1053197;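 active means inhibition above a cutoff: mean of compounds within the control limits plus 3 SD of those, cut at about 17% in these data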;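 further: 0% = plate median of compound wells and 100% = probe without SIAE protein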
NPR2 activator: GC-B (human) receptor activation | P20594 | HEK293-GC-B cells, CNP EC30, cGMP TR-FRET; 0% at EC30 CNP, 100% saturating CNP | activation, % at 10 µM | 0.11% of 370,000 active | AID 1920062;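 active means activation at 10 µM reaching about 35% in either raw or pattern-adjusted values, limit read from the data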
TDP2 absorb: TDP2 (human) inhibition, absorbance primary screen. O95551. recombinant TDP2, T5PNP hydrolysis, p-nitrophenol absorbance 415 nm. inhibition, % at 12.8 µM. 0.34% of 370,000 active. AID 720702;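 active means inhibition above the mean of all tested compounds plus 3 SD, set per campaign, cut at about 25% in these data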;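 further: 0% = DMSO with enzyme and 100% = buffer with substrate but no TDP2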
Target sequence (O95551 whole entry, looked up): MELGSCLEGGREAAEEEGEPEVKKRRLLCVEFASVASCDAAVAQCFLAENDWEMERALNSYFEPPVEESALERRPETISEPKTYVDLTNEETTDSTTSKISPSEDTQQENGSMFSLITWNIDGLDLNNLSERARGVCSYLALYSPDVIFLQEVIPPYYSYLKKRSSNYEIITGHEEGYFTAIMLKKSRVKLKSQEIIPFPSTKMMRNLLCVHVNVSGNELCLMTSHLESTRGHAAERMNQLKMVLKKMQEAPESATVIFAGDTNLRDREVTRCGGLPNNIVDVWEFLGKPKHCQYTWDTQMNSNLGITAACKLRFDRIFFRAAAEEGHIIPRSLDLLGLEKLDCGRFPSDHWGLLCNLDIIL
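Assay system: recombinant human TDP2 / Reagent: T5PNP substrate at 5 mM, a TopII-DNA adduct mimic / Measured by: epi absorbance from released p-nitrophenol / Evaluation: % inhibition relative to enzyme-containing and enzyme-free wells / Control set: enzyme-free and DMSO wells / Replicates: each compound tested once, singlicate / Schedule: enzyme reaction with compound for 2 h at 37 °C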
TCR-CD3 inh: blocks the human TCR-CD3 interaction. TAMRA-labeled TCR probe fluorescence, biochemical. inhibition, % at 9.4 µM. 0.37% of 360,000 active; in the data active means inhibition above about 19%;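 further: recombinant mutant TCR 2C K166C tagged with TAMRA read by polarization; 0% = receptor in buffer alone and 100% = receptor with positive control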
mABHD4 FP: inhibitors of mouse ABHD4; Q8VD66; purified mABHD4, FP-Rh probe fluorescence polarization; inhibition, % at 8.92 µM; 0.54% of 370,000 active;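 active means inhibition exceeding the mean over every tested compound plus 3 SD, cut at about 30% in these data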;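 further: 0% = plate median of compound wells and 100% = S159A mutant with DMSO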
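Test system: mouse ABHD4 enzyme, wild type. Reagent: FP-Rh fluorescent activity-based probe, added after compound pre-incubation. Timing: pre-incubation 45 min, probe exposure 60 min, at 25 °C. Technique: FP readout, ex 525 nm / em 598 nm. Benchmarks: high control S159A mutant with DMSO, low control median of compound wells.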
Numbers without * were called inactive; x = no result given. These rows are one share of the data, so the mix of outcomes need not match the whole.

SMILES	rCAG binder	PRMT1 inh	MBD2 DNA inh	LEDGF integ inh	HTRA1 inh	SIAE inh	NPR2 activator	TDP2 absorb	TCR-CD3 inh	mABHD4 FP
Cc1cc(OC(=O)c2ccc(C)c(C)c2)c([N+](=O)[O-])c(=O)[nH]1	-0.6	8.0	1.6	-1.5	6.2	-1.0	4.1	-22.2	-6.2	-10.6
Cc1c(-c2ccccc2)nnn1-c1ccc(F)cc1F	-2.8	2.1	3.7	-5.3	1.5	-2.6	2.9	-1.6	6.5	8.6
Cc1ccc(S(=O)(=O)Nc2ccc(Cl)cn2)cc1C	3.6	-3.3	-3.9	-2.8	2.7	-1.8	6.3	-2.9	-4.4	-1.4
COC(=O)C1CN(Cc2ccccc2)CCS(=O)(=O)N1Cc1ccc(Cl)cc1 (stereo unspecified)	1.9	-1.2	0.3	-2.5	x	1.8	-10.0	1.4	x	-3.6
CCOC(=O)c1c(NC(=O)c2ccc(S(=O)(=O)N(C)CC3CCCO3)cc2)sc2c1CC(C)(C)NC2(C)C (stereo unspecified)	-4.2	-0.4	3.2	1.6	-7.6	2.1	-2.9	2.8	4.4	3.8
COc1cc(C2c3c(oc4ccccc4c3=O)C(=O)N2CCN2CCOCC2)cc(OC)c1OC (stereo unspecified)	0.9	0.1	-0.1	2.8	-3.5	2.6	2.0	0.7	-5.9	4.0
COC(=O)NNC(=S)NCc1ccccc1	-3.2	-0.5	-1.4	2.9	-7.5	-5.2	0.3	-7.5	-5.8	-7.8
C[C@@H]1CN([C@H](C)CO)C(=O)c2cc(Br)cnc2O[C@H]1CN(C)C(=O)c1ccc(F)cc1	1.4	-5.6	1.8	5.2	x	0.2	-6.7	-8.6	3.4	-1.5
Cc1nc2ccc(C(=O)N3CCN(C(=O)OCc4ccccc4)CC3)cc2n1C1CCCC1	2.0	2.7	1.6	1.7	x	10.1	-6.7	6.4	x	-3.0
Cc1ccc(NC(=O)N[C@H](C(=O)O)C(C)C)c(C)c1	-4.0	3.8	6.0	-4.6	5.5	-3.7	-2.6	-2.8	-4.7	1.5
Cc1ccc(C(=O)OCC(=O)NC2CCCCCCC2)cc1C	-1.6	-2.1	1.1	-0.1	-11.1	-2.3	-6.1	3.6	9.4	2.2
O=S(=O)(NCc1cccs1)c1ccc(Br)cc1	1.6	2.4	0.2	3.1	0.1	-3.7	3.7	-1.5	-0.7	-0.2
Cc1ccc2[nH]cc(CCNC(=O)c3cccnc3)c2c1	-5.1	-3.4	-0.9	2.4	-4.5	4.5	2.3	-6.0	-1.2	7.6
N=c1c(C(=O)NC2CCCC2)cc2c(=O)n3ccccc3nc2n1C1CCCC1	2.1	-1.8	-1.2	6.6	-4.9	-12.0	-4.4	-26.8	4.2	-6.8
COc1ccc(NC(=O)CS(=O)CC(=O)Nc2ccc(F)cc2F)cc1 (stereo unspecified)	-3.3	2.2	4.8	-5.9	6.0	2.6	-4.1	10.7	-4.0	7.4
Cc1cc(C)n(/N=C/c2cc(Cl)cc(Cl)c2O)c(=O)c1	-2.6	1.1	2.8	4.5	10.7	8.7	-4.2	5.7	-1.2	-5.5
Clc1ccccc1-c1nnc(-c2ccc3c(c2)OCO3)o1	-1.2	2.9	1.2	-7.6	-18.8	-3.8	2.1	-10.5	-5.3	0.3
CCCCCN(C(=O)NC(=O)Nc1cccc(C)c1C)S(C)(=O)=O	1.1	-5.5	3.0	-5.8	-14.6	1.4	1.6	-4.7	7.2	-3.1
CSc1nc2ccc(NC(=O)c3nn(C(C)C)c(=O)c4ccccc34)cc2s1	4.5	-1.9	-5.2	-0.8	-7.3	-2.5	-2.1	5.5	8.9	-5.8
NNC(=O)C1c2ccccc2Oc2ccccc21	5.6	-0.1	1.7	3.8	-3.8	-2.6	2.6	-10.8	-6.2	-3.8
Cc1ccc(C(c2nnnn2C2CCCCC2)N(C)C2CCCCC2)cc1 (stereo unspecified)	-2.5	-2.0	1.1	0.1	-2.9	2.8	-4.3	-1.8	2.3	-6.3
COc1ccc2oc(C(=O)Nc3ccccc3N3CCOCC3)c(C)c2c1	7.7	2.2	2.2	1.2	-17.6	5.3	-0.7	12.2	-1.1	-2.1
COC(=O)C1C2C=CC3(CN(c4cccc(Cl)c4)C(=O)C13)O2 (stereo unspecified)	0.5	-1.5	0.1	-3.2	2.3	1.5	-0.5	0.5	1.3	2.6
CCc1ccc(CN(C)Cc2nc(Cc3ccc(OC)c(OC)c3)no2)nc1	-4.5	2.2	0.4	-0.1	-0.9	1.1	3.4	11.4	2.3	-5.7
S=C(NCC1CCCO1)NC1CC1 (stereo unspecified)	-1.9	-2.5	-1.1	-3.1	2.4	1.7	10.9	4.9	3.5	2.5

3 entries out of the list above, arranged by the number in NPR2 activator, ascending:
smiles | NPR2 activator
N=c1c(C(=O)NC2CCCC2)cc2c(=O)n3ccccc3nc2n1C1CCCC1 | -4.4
COc1ccc(NC(=O)CS(=O)CC(=O)Nc2ccc(F)cc2F)cc1 (stereo unspecified) | -4.1
S=C(NCC1CCCO1)NC1CC1 (stereo unspecified) | 10.9

(continued)
SMILES	rCAG binder	PRMT1 inh	MBD2 DNA inh	LEDGF integ inh	HTRA1 inh	SIAE inh	NPR2 activator	TDP2 absorb	TCR-CD3 inh	mABHD4 FP
COc1ccc(NC(=O)CN2C(=O)C(C)Oc3ccccc32)c(OC)c1 (stereo unspecified)	0.2	-1.3	3.9	0.7	4.3	-1.7	1.4	-3.0	-3.2	1.1
CC(C)(C)c1ccc(S(=O)(=O)NC(=O)C2(C)CCN2C(=O)CC2CCCCC2)cc1 (stereo unspecified)	44.1*	2.3	-0.2	-1.1	x	1.4	-0.1	-7.2	2.9	15.0
CC(C)CC1NC(=O)N(Cc2cc(=O)n3ccsc3n2)C1=O (stereo unspecified)	-0.9	-3.0	-3.0	2.8	-6.0	5.4	1.8	-7.9	1.0	4.1
COC(=O)c1sccc1NC(=O)Cc1ccc(Br)cc1	-5.4	-1.1	1.0	-2.3	-7.8	1.1	-4.6	6.8	-5.9	3.3
O=c1onc(-c2ccc(Cl)cc2)n1Cc1ccc(F)cc1	-2.1	-1.7	-1.9	4.6	5.3	10.5	0.0	5.5	4.7	4.7
O=C(CCc1nnc(-c2ccccc2)o1)NCc1c(F)cccc1F	-0.8	1.4	-2.2	-1.7	1.9	2.6	5.2	4.6	7.8	4.4
CCOC(=O)C(=O)N(Nc1ccccc1C)c1ccccc1C	-7.7	3.4	-2.2	-1.0	-7.2	0.4	-11.0	-1.3	-3.6	-2.5
CCCCOc1ccccc1Cn1c(=O)oc2ccc(C)cc21	-0.6	-2.2	0.9	2.1	-12.7	-1.4	-10.3	-4.5	7.9	-16.0
CCC(Sc1n[nH]c(=O)[nH]c1=O)C(=O)OCc1ccccc1 (stereo unspecified)	2.2	0.4	3.1	1.4	-1.6	-8.4	-11.8	-3.7	7.7	6.4
COc1cc(OC)c(C(=O)NCC2CCCO2)cc1OC (stereo unspecified)	-0.7	4.7	2.5	-7.0	-0.6	-4.9	0.7	-3.1	-4.9	3.1
O=C(OCn1nnc2ccccc2c1=O)c1cccc(S(=O)(=O)N2CCOCC2)c1	3.6	-1.4	0.8	2.3	-0.6	-5.0	1.1	3.8	1.7	0.5
CCOCc1cnc(C)nc1NCC(=O)c1c(C)[nH]c2ccc(OC)cc12	-1.5	-3.6	-5.1	3.1	4.5	1.8	3.6	6.0	-5.2	0.9
COC(=O)c1c(NC(=O)Nc2ccc(Cl)cc2)sc(C)c1C	1.9	3.5	1.9	-5.4	-1.8	-4.2	-5.1	-1.5	-7.9	-6.9
O=C1CN(C(=O)c2c(F)cccc2F)C(c2ccccc2)c2cc(Br)ccc2N1 (stereo unspecified)	1.0	-0.6	-9.6	1.3	-21.6	0.7	-6.0	1.0	4.8	-5.0
CCOC(=O)C1CCN(C(=O)c2ccc(NC(=O)C3CCCO3)cc2)CC1 (stereo unspecified)	-9.2	-1.8	0.8	3.2	16.1	-2.5	3.6	3.5	1.7	-5.7
O=Nc1nc2ncccn2c1-c1ccccc1	-0.7	8.9	2.4	-1.4	3.7	1.2	-4.5	2.6	-0.7	0.6
COc1ccc2oc(C)c(C(=O)c3ccc([N+](=O)[O-])cc3)c2c1	-1.1	-0.1	-0.6	-1.2	-2.7	2.3	-5.4	11.3	0.2	4.1
CCn1ccnc1CN(C)Cc1c(C(=O)N2C[C@@H](C)O[C@@H](C)C2)nc2ccc(Cl)cn12	-9.5	1.4	2.4	-0.7	1.5	1.2	1.3	15.3	0.1	13.0
CC1CN(c2ccccc2)C(=O)CS1 (stereo unspecified)	3.2	1.9	-2.1	2.3	-1.5	1.6	2.5	-3.5	7.8	8.7
Cc1noc(C(=O)N2CCN(c3ccccc3)CC2)c1Cl	-1.6	-6.3	-6.7	3.5	4.0	-0.7	2.6	1.9	6.1	3.4
COc1ccc(NC(=O)CC2C(=O)N(c3ccc(OC)cc3)C(=O)N2C(C)C)cc1 (stereo unspecified)	-1.7	-0.5	2.0	-2.7	3.1	1.8	0.5	9.3	0.0	13.1
Cc1ccc(O)c(-c2cc(C(F)(F)C(F)F)[nH]n2)c1	6.7	2.5	2.6	-2.0	-13.7	3.4	4.8	0.3	5.6	-12.4
COc1ccccc1-c1nnc(C2CCN(S(=O)(=O)c3ccc([N+](=O)[O-])cc3)CC2)o1	-2.4	0.1	-5.9	-2.3	0.7	6.3	-6.0	1.7	3.9	4.9
CCOc1ccc2nc(NCCNC(=O)CC)c(C#N)cc2c1	-4.8	-1.0	-2.7	-3.9	-4.5	0.8	-2.3	-6.1	9.9	-1.4
C[C@H](CO)N1C[C@H](C)[C@@H](CN(C)Cc2ccc(C(=O)O)cc2)Oc2ccc(NS(=O)(=O)c3cn(C)cn3)cc2C1=O	6.1	-2.1	3.5	3.6	0.0	-8.7	6.8	-14.4	9.3	-6.0
Oc1ccc(-c2nn[nH]n2)c2cccnc12	x	5.9	0.6	-5.4	x	3.6	-5.0	-4.1	x	-1.4
COc1ccc2nc(N3CCN(C(=O)C4COc5ccccc5O4)CC3)sc2c1 (stereo unspecified)	-5.6	-1.3	-2.4	0.2	-9.0	5.4	0.2	0.2	-1.0	-1.4

Sorted by count of non-hydrogen atoms (high to low): 5 of the compounds above
SMILES	rCAG binder	PRMT1 inh	MBD2 DNA inh	LEDGF integ inh	HTRA1 inh	SIAE inh	NPR2 activator	TDP2 absorb	TCR-CD3 inh	mABHD4 FP
COc1ccc(NC(=O)CC2C(=O)N(c3ccc(OC)cc3)C(=O)N2C(C)C)cc1 (stereo unspecified)	-1.7	-0.5	2.0	-2.7	3.1	1.8	0.5	9.3	0.0	13.1
COc1ccc2nc(N3CCN(C(=O)C4COc5ccccc5O4)CC3)sc2c1 (stereo unspecified)	-5.6	-1.3	-2.4	0.2	-9.0	5.4	0.2	0.2	-1.0	-1.4
CCOCc1cnc(C)nc1NCC(=O)c1c(C)[nH]c2ccc(OC)cc12	-1.5	-3.6	-5.1	3.1	4.5	1.8	3.6	6.0	-5.2	0.9
COc1ccc2oc(C)c(C(=O)c3ccc([N+](=O)[O-])cc3)c2c1	-1.1	-0.1	-0.6	-1.2	-2.7	2.3	-5.4	11.3	0.2	4.1
Oc1ccc(-c2nn[nH]n2)c2cccnc12	x	5.9	0.6	-5.4	x	3.6	-5.0	-4.1	x	-1.4
